STAT1 inh – reduces IFN-gamma driven STAT1 reporter signal; NIH 3T3 STAT1-luciferase reporter, luminescence; inhibition, % at 5.5 µM; actives 0.35% (n = 200,000); AID 920;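 active means inhibition above a set limit, the mean inhibition across all tested compounds plus 3 SD, cut at about 34% in these data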;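 further: 0% = IFN-gamma with DMSO and 100% = IFN-gamma with 300 µM nifuroxazide; values of inactives mirror those of a sister screen read the other way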
STAT3 blocker – reduces IL-6 driven STAT3 reporter signal; AID 862; U3A cells, IL-6 STAT3-luciferase reporter, luminescence; host cell line lacks STAT1; inhibition, % at 5.5 µM; actives 0.89% (n = 190,000);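 active means inhibition above the mean inhibition across all screened compounds plus 3 SD, cut at about 44% in these data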;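 further: 0% = DMSO only wells and 100% = 100 µM nifuroxazide control wells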
RAM inhibit – blocks the yeast RAM network; actives 1.8% (n = 190,000); S. cerevisiae dse1pr::URA3 reporter, 5-FOA growth OD615, 2 d; analog-sensitive cbk1-as2 kinase mutant strain; inhibition, % at 50 µM;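 active means inhibition above a set limit, 3 SD over mean compound inhibition, cut at about 8.4% in these data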;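 further: 0% = DMSO-only wells with no growth and 100% = 10 µM 1-NA-PP1 full growth; inhibition rescues growth on 5-FOA so higher OD means more RAM inhibition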
PPARg SRC3 recr – agonists of human PPARgamma SRC-3 coactivator recruitment | biochemical PPARgamma/SRC-3 coactivator recruitment assay | activation, % at 8 µM | actives 0.26% (n = 200,000) | AID 731; in the data active means activation above about 23%;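 further: 0% = DMSO and 100% = reference agonist; some compounds past the cut are filed as inactive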
Target sequence (P37231 whole entry, looked up): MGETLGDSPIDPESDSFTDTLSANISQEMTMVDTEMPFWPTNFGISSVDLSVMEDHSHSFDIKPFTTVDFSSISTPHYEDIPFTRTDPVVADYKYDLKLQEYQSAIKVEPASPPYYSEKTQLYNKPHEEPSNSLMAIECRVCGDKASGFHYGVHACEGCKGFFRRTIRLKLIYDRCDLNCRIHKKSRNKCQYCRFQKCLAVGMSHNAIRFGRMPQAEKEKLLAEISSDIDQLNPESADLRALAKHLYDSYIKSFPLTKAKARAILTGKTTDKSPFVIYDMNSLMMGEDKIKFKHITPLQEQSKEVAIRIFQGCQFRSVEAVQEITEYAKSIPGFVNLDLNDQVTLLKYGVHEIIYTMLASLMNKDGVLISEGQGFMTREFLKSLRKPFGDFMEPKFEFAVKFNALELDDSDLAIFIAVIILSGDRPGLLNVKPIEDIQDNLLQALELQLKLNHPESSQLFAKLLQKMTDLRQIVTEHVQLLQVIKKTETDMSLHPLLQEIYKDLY
STAT3 act – activators of IL-6 induced STAT3 signaling; activation (% of control), % at 5.6 µM; actives 0.91% (n = 190,000); U3A cells, IL-6 STAT3-luciferase reporter, luminescence; 100% = signal with IL-6 EC80 alone; AID 871;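 active means activation above the screen-wide mean of compound activation plus 3 SD, cut at about 130% in these data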;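 further: 0% = background luminescence of wells with medium and substrate only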
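Test system: human U3A cells carrying STAT3-luciferase construct; control set: IL-6-only wells as 100% reference; timing: compound pre-incubation 1 h before IL-6, then 6 h stimulation at 37 °C; also added: IL-6 stimulus at 33 ng/mL final; evaluation: % activation versus median of IL-6-stimulated wells; detection: reporter luminescence signal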
ROMK primary – human ROMK K+ channel modulation, primary screen. Tet-inducible ROMK, thallium flux fluorescence; actives lie on both sides. B-score at 10 µM. actives 2% (n = 130,000). AID 1918;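 active means signal ratio slope over the read window, or its plate-corrected B-score, at least 3 SD from the plate mean, either direction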;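 further: B-score of the F/F0 ratio slope over 7 to 12 s after thallium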
Target sequence (P48048 whole entry, looked up): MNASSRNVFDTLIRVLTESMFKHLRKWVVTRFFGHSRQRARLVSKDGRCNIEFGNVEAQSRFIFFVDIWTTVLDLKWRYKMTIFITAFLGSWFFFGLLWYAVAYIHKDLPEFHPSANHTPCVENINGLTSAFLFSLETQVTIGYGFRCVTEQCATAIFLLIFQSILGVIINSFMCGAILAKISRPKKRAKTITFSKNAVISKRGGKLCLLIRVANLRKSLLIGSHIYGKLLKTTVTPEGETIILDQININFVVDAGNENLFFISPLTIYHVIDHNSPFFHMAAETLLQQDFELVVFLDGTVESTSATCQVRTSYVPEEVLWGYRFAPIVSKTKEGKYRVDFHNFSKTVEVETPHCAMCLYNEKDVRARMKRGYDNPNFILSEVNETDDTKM
PPARg SRC-2 ag – agonists of SRC-2 recruitment by human PPARgamma | PPARgamma LBD-SRC-2 recruitment, biochemical | AID 1032 | actives 0.34% (n = 200,000) | activation, % at 8 µM; in the data active means activation above about 22%;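 further: 0% = vehicle and 100% = reference agonist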
PPARg SRC-1 ag – agonists of human PPARgamma SRC-1 coactivator recruitment; PPARgamma-SRC-1 coactivator recruitment biochemical assay; P37231; actives 0.41% (n = 200,000); activation, % at 8 µM; in the data active means activation above about 19%;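 further: 0% = DMSO and 100% = reference agonist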
SRC2 TRFRET art – TR-FRET artefact, counter-screen to PPARgamma/SRC-2 agonist assay. actives 0.4% (n = 200,000). TR-FRET ratio at 8 µM. stronger effect = higher value; in the data active means TR-FRET ratio above about 2000; further: inactives centre near 1500
S1P3 antag – antagonists of human S1P3 receptor. CHO S1P3 NFAT-BLA reporter, FRET fluorescence, antagonist mode. Q99500. inhibition, % at 4.98 µM. actives 0.27% (n = 170,000);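 active means inhibition above the plate cutoff, the mean inhibition of test wells on that plate plus 3 SD, cut at about 28% in these data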;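 further: cells challenged with S1P at its EC80 of 0.8 µM; blue over green emission ratio from cleaved BLA substrate after 4 h stimulation; 0% = S1P-stimulated wells and 100% = unstimulated DMSO-only wells; some compounds past the cut are filed as inactive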
TLR4-MyD88 BLA – inhibitors of human TLR4-MyD88 binding; inhibition, % at 8.4 µM; AID 861; actives 0.18% (n = 200,000); HeLa CL3-4 TLR4/MyD88 BLA complementation, FRET ratio; in the data active means inhibition above about 25%;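 further: 0% = vehicle and 100% = reference inhibitor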
* = called active by the depositor.

Screening CCCCCCc1cc2cc(C(=O)Nc3ccccc3OC)c(=O)oc2cc1O returned STAT1 inh 2, STAT3 blocker -4, RAM inhibit 0.3, PPARg SRC3 recr 1, STAT3 act 101, ROMK primary -0.32, PPARg SRC-2 ag 5, PPARg SRC-1 ag 0, SRC2 TRFRET art 1535, S1P3 antag -3 and TLR4-MyD88 BLA -15.
For C/C(=N/NC(=O)c1ccco1)c1ccc(NC(=O)c2ccc(F)cc2)cc1 the results were STAT1 inh -63, STAT3 blocker 1, RAM inhibit 1.0, PPARg SRC3 recr -2, STAT3 act 100, ROMK primary -0.4, PPARg SRC-2 ag 0, PPARg SRC-1 ag -5, SRC2 TRFRET art 1613, S1P3 antag -4 and TLR4-MyD88 BLA -15.
Cc1ccc(NC(=O)c2sc(N)nc2-c2ccccc2)cc1C was read as STAT1 inh -3, STAT3 blocker 12, RAM inhibit 1.8, PPARg SRC3 recr 3, STAT3 act 91, ROMK primary -0.61, PPARg SRC-2 ag -1, PPARg SRC-1 ag 1, SRC2 TRFRET art 1322, S1P3 antag -7 and TLR4-MyD88 BLA -7.
`Cc1ccc(Cl)cc1NC(=O)COC(=O)C1CC1` gave STAT1 inh 8, STAT3 blocker 15, RAM inhibit 1.2, PPARg SRC3 recr 3, STAT3 act 91, ROMK primary 0.79, PPARg SRC-2 ag 5, PPARg SRC-1 ag 7, SRC2 TRFRET art 1640, S1P3 antag -15 and TLR4-MyD88 BLA -16.
`CC1=CC(C)(C)n2c(O)c(N=NC(N)=S)c3cccc1c32` gave STAT1 inh -5, STAT3 blocker 4, RAM inhibit 13*, PPARg SRC3 recr 0, STAT3 act 99, PPARg SRC-2 ag 0, PPARg SRC-1 ag 9, SRC2 TRFRET art 1609, S1P3 antag 7 and TLR4-MyD88 BLA 5.
`CCOC(=O)C1CCN(S(=O)(=O)c2ccc(OCC)cc2)CC1` gave STAT1 inh 4, STAT3 blocker 23, RAM inhibit 0.2, PPARg SRC3 recr 11, STAT3 act 83, PPARg SRC-2 ag 13, PPARg SRC-1 ag 2, SRC2 TRFRET art 1573 and TLR4-MyD88 BLA 1.
Cc1c(O)c(CN2CCCCC2)cc2c3c(c(=O)oc12)CCC3 was read as STAT1 inh -2, STAT3 blocker 14, RAM inhibit 0.1, PPARg SRC3 recr 11, STAT3 act 91, ROMK primary -0.27, PPARg SRC-2 ag 15, PPARg SRC-1 ag 7, SRC2 TRFRET art 1654 and TLR4-MyD88 BLA 6.
For C#CCOc1ccccc1CNc1ccccc1 the results were STAT1 inh -10, STAT3 blocker 12, RAM inhibit -0.1, PPARg SRC3 recr -5, STAT3 act 94, ROMK primary -0.48, PPARg SRC-2 ag -1, PPARg SRC-1 ag -4, SRC2 TRFRET art 1505, S1P3 antag 11 and TLR4-MyD88 BLA -14.
For Cc1nn2c(COc3ccc(NC(=O)c4ccccc4)cc3)nnc2c2ccccc12 the results were STAT1 inh 9, STAT3 blocker 0, RAM inhibit 1.6, PPARg SRC3 recr 5, STAT3 act 102, PPARg SRC-2 ag 10, PPARg SRC-1 ag -4, SRC2 TRFRET art 1622, S1P3 antag -3 and TLR4-MyD88 BLA -3.
For COc1ccc(Cc2noc(CN3CCCN(Cc4ccc(F)cc4)CC3)n2)cc1OC the results were STAT1 inh 2, STAT3 blocker 5, RAM inhibit 0.0, PPARg SRC3 recr 2, STAT3 act 98, ROMK primary -0.42, PPARg SRC-2 ag 1, PPARg SRC-1 ag 0, SRC2 TRFRET art 1650, S1P3 antag -8 and TLR4-MyD88 BLA 7.
Screening CCCNC(=O)C/C(C)=N/NC(=O)C(=O)Nc1ccccn1 returned STAT1 inh -16, STAT3 blocker 6, RAM inhibit -1.0, PPARg SRC3 recr 7, STAT3 act 99, ROMK primary 1.3, PPARg SRC-2 ag 3, PPARg SRC-1 ag 1, SRC2 TRFRET art 1940, S1P3 antag 2 and TLR4-MyD88 BLA -14.
For COc1ccccc1NC(=O)COC(=O)c1ccc([N+](=O)[O-])s1 the results were STAT1 inh -9, STAT3 blocker -3, RAM inhibit 2.7, PPARg SRC3 recr 3, STAT3 act 104, ROMK primary -0.068, PPARg SRC-2 ag 0, PPARg SRC-1 ag 5, SRC2 TRFRET art 1539, S1P3 antag -5 and TLR4-MyD88 BLA -5.
For CCc1cc2c3c(c1)C1(C(=O)N3C(C)(C)C=C2C)C(C#N)=C(N)Oc2[nH]c(=O)[nH]c(=O)c21 (configuration not stated) the results were STAT1 inh -2, STAT3 blocker -4, RAM inhibit 2.1, PPARg SRC3 recr 2, STAT3 act 104, ROMK primary 0.86, PPARg SRC-2 ag 5, PPARg SRC-1 ag 8, SRC2 TRFRET art 1587, S1P3 antag -36 and TLR4-MyD88 BLA -9.
`N[C@@H](Cc1ccccc1)c1nnc(SCc2ccccc2Cl)o1` gave STAT1 inh -4, STAT3 blocker -10, RAM inhibit 0.1, PPARg SRC3 recr -10, STAT3 act 110, PPARg SRC-2 ag 7, PPARg SRC-1 ag -1, SRC2 TRFRET art 1518, S1P3 antag -16 and TLR4-MyD88 BLA 0.
`O=C(NNC(=O)c1cccs1)c1ccc(S(=O)(=O)N2CCCCC2)cc1` gave STAT1 inh 3, STAT3 blocker 7, RAM inhibit -0.5, PPARg SRC3 recr -4, STAT3 act 101, ROMK primary 0.19, PPARg SRC-2 ag 1, PPARg SRC-1 ag -6, SRC2 TRFRET art 1318, S1P3 antag -6 and TLR4-MyD88 BLA -2.
Screening O=C(OCc1nc2ccccc2c(=O)[nH]1)c1cccs1 returned STAT1 inh -4, STAT3 blocker 1, RAM inhibit 2.0, PPARg SRC3 recr 5, STAT3 act 104, PPARg SRC-2 ag 7, PPARg SRC-1 ag 3, SRC2 TRFRET art 1556, S1P3 antag -2 and TLR4-MyD88 BLA -4.
O=C(/C=C/c1ccc(Cl)cc1Cl)c1cccnc1 was read as STAT1 inh 3, STAT3 blocker 15, RAM inhibit -1.6, PPARg SRC3 recr 8, STAT3 act 91, PPARg SRC-2 ag 4, PPARg SRC-1 ag 4, SRC2 TRFRET art 1690 and TLR4-MyD88 BLA 18.
For Cc1ccc(C(=O)N/C(=C\c2cccc([N+](=O)[O-])c2)C(=O)NCc2ccncc2)cc1 the results were STAT1 inh -2, STAT3 blocker 7, RAM inhibit 2.0, PPARg SRC3 recr -1, STAT3 act 96, ROMK primary -0.39, PPARg SRC-2 ag -6, PPARg SRC-1 ag -7, SRC2 TRFRET art 1432, S1P3 antag 10 and TLR4-MyD88 BLA -7.
`Cc1ccc(S(=O)(=O)n2nc(C)cc2N)cc1` gave STAT1 inh -3, STAT3 blocker 8, RAM inhibit 1.1, PPARg SRC3 recr 7, STAT3 act 98, ROMK primary -0.65, PPARg SRC-2 ag 5, PPARg SRC-1 ag 12, SRC2 TRFRET art 1813, S1P3 antag 11 and TLR4-MyD88 BLA -6.
O=C(Cc1cccs1)N(Cc1ccco1)C1(C(=O)NC2CCCCC2)CCCCC1 was read as STAT1 inh -3, STAT3 blocker -13, RAM inhibit 0.8, PPARg SRC3 recr -5, STAT3 act 108, ROMK primary -0.23, PPARg SRC-2 ag -1, PPARg SRC-1 ag 2, SRC2 TRFRET art 1372 and TLR4-MyD88 BLA 17.
`O=C(O)COc1ccccc1/C=N/NC(=O)c1cccc(S(=O)(=O)N2CCOCC2)c1` gave STAT1 inh 2, STAT3 blocker 4, RAM inhibit 1.3, PPARg SRC3 recr 2, STAT3 act 97, ROMK primary -0.0074, PPARg SRC-2 ag 1, PPARg SRC-1 ag 4, SRC2 TRFRET art 1636, S1P3 antag -19 and TLR4-MyD88 BLA -6.
`Cc1cc([N+](=O)[O-])nn1CCCC(=O)Nc1cccc(Cl)c1Cl` gave STAT1 inh 2, STAT3 blocker 24, RAM inhibit 0.9, PPARg SRC3 recr 4, STAT3 act 83, ROMK primary -0.69, PPARg SRC-2 ag 14, PPARg SRC-1 ag 7, SRC2 TRFRET art 1699, S1P3 antag -1 and TLR4-MyD88 BLA -18.
Screening CC(=O)Nc1ccc(C(=O)NNC(=O)Cc2ccccc2)cc1 returned STAT1 inh -10, STAT3 blocker 6, RAM inhibit 1.9, PPARg SRC3 recr 1, STAT3 act 97, ROMK primary 0.56, PPARg SRC-2 ag -9, PPARg SRC-1 ag 2, SRC2 TRFRET art 1349, S1P3 antag -19 and TLR4-MyD88 BLA -5.
For O=C(CN1C(=O)NC2(CCCC2)C1=O)N1CCc2ccccc2C1 the results were STAT1 inh -7, STAT3 blocker 0, RAM inhibit 0.9, PPARg SRC3 recr -2, STAT3 act 102, ROMK primary 2.2*, PPARg SRC-2 ag -8, PPARg SRC-1 ag 1, SRC2 TRFRET art 1377, S1P3 antag 6 and TLR4-MyD88 BLA 0.
For CCCCCOC(=O)C(C)c1c(C)[nH]c(=S)[nH]c1=O (configuration not stated) the results were STAT1 inh 3, STAT3 blocker 6, RAM inhibit 0.1, PPARg SRC3 recr 9, STAT3 act 96, ROMK primary 1, PPARg SRC-2 ag 6, PPARg SRC-1 ag 4, SRC2 TRFRET art 1773 and TLR4-MyD88 BLA 0.
`O=C(NC1CCCC1)C1=COCCO1` gave STAT1 inh -4, STAT3 blocker 6, RAM inhibit 1.1, PPARg SRC3 recr -1, STAT3 act 100, ROMK primary 0.93, PPARg SRC-2 ag 9, PPARg SRC-1 ag 1, SRC2 TRFRET art 1536 and TLR4-MyD88 BLA -13.
For COC(=O)C1=C(C)NC2=C(C(=O)CC(C)(C)C2)C1c1ccsc1 (configuration not stated) the results were STAT1 inh 3, STAT3 blocker 1, RAM inhibit 1.9, PPARg SRC3 recr -7, STAT3 act 100, ROMK primary 0.23, PPARg SRC-2 ag 5, PPARg SRC-1 ag -2, SRC2 TRFRET art 1608 and TLR4-MyD88 BLA -1.
CCCc1nnc(NS(=O)(=O)c2ccc(OC)cc2)s1 was read as STAT1 inh 1, STAT3 blocker 10, RAM inhibit 0.9, PPARg SRC3 recr 9, STAT3 act 97, ROMK primary -0.35, PPARg SRC-2 ag 7, PPARg SRC-1 ag 9, SRC2 TRFRET art 1836, S1P3 antag 0 and TLR4-MyD88 BLA -18.
`CCOc1ccc2noc3c2c1C(=O)c1ccccc1-3` gave STAT1 inh -6, STAT3 blocker 18, RAM inhibit -1.1, PPARg SRC3 recr 7, STAT3 act 87, PPARg SRC-2 ag 3, PPARg SRC-1 ag -3, SRC2 TRFRET art 1639, S1P3 antag -30 and TLR4-MyD88 BLA -2.
`O=C(CSCc1ccccc1)N/N=C/c1ccc(OCC(=O)N2CCCCC2)cc1` gave STAT1 inh 0, STAT3 blocker -1, RAM inhibit 1.2, PPARg SRC3 recr -1, STAT3 act 100, PPARg SRC-2 ag 2, PPARg SRC-1 ag 3, SRC2 TRFRET art 1800, S1P3 antag 16 and TLR4-MyD88 BLA -6.

Screens deposited in PubChem by several laboratories.
